BAZ2B inh = BAZ2B (human) inhibition. Potency, µM (series often up to 114 µM), without a hit: at the top dose activity change, negative = inhibition, hits mostly inhibitors. AlphaScreen BAZ2B-H3K14Ac peptide displacement. 4.4% of 360,000 active. AID 504333; further: on the % scale 0 is the no-effect control and ±100 the full control effect; nearly all actives have a fitted effect of over 60% in size
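Inhibition is scored as reduced AlphaScreen emission. The BAZ2B/b-H3(5-23)K14Ac complex (50 nM each) in PBS pH 7.4, 0.01% Tween-20 meets compound (up to 110 uM) for 30 min at RT before bead addition.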
Pol iota inh = DNA polymerase iota (human) inhibition | Pol iota fluorescent replication assay, 10 min | Potency, µM (highest dose often 115 µM), for inactives: at the top dose activity, negative = inhibition, hits mostly inhibitors | 1% of 390,000 active | AID 588590
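Pol iota at 10 nM preincubated 15 min with compounds at room temperature; reaction started with fluorescent substrate, 50 nM final. Fluorescence read kinetically at 0 and 10 min; buffer-only wells as negative control.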
G9a inh = blocks human histone lysine methyltransferase G9a; Q96KQ7; G9a H3K9 monomethylation, AlphaScreen, 2 h; Potency, µM (top dose mostly 102 µM), for inactives: top-dose activity, negative = inhibition, usual class: inhibitors; 8.8% of 350,000 active; AID 504332; further: on the % scale 0 is the no-effect control and ±100 the full control effect; nearly all actives have a fitted effect of over 75% in size
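AlphaScreen detection with an anti-monomethyl H3K9 antibody quantified product after a 2 h room-temperature reaction containing 500 nM biotinylated H3K9 peptide, 20 µM SAM and 20 nM enzyme, which had been preincubated 15 min with compound.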
Pol kappa inh = blocks human DNA polymerase kappa activity. Q9UBT6. purified Pol kappa, fluorescent DNA synthesis assay, 10 min. Potency, µM (series often up to 107 µM), for the others: at the highest dose activity, negative = inhibition, hits mostly inhibitors. 0.53% of 400,000 active. AID 588579; further: on the % scale 0 is the no-effect control and ±100 the full control effect
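Activity was followed as the change in fluorescence between reads at 0 and 10 min after starting the reaction with 50 nM substrate. Beforehand, 10 nM polymerase had been preincubated with compound for 15 min at room temperature.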
BLM helicase inh = Bloom syndrome helicase (human) inhibition; 0.2% of 350,000 active; recombinant BLM DNA unwinding, fluorescence dequenching; P54132; Potency, µM (series often up to 56.1 µM), inactives show top-dose activity change, negative = inhibition, hits mostly inhibitors; AID 2528;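 further: plate controls were vehicle for no effect and no enzyme for full effect; nearly all actives have a fitted effect of over 35% in size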
POLH inh = blocks human DNA polymerase eta activity; recombinant Pol eta, fluorescent DNA replication assay; Potency, µM (top dose mostly 114 µM), for inactives: at the top dose activity change, negative = inhibition, actives largely listed as inhibitors; 1.2% of 390,000 active; further: on the % scale 0 is the no-effect control and ±100 the full control effect
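Pol eta at 10 nM preincubated with compounds 15 min at room temperature; reaction started with fluorescent substrate (50 nM final) and read kinetically at 0 and 10 min.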
JMJD2A Tudor inh = JMJD2A Tudor domain (human) inhibition; Potency, µM (doses to about 114 µM), for the others: top-dose activity change, negative = inhibition, actives largely listed as inhibitors; AID 504339; AlphaScreen JMJD2A-Tudor / H3K4me3 peptide binding; 4.4% of 390,000 active; further: on the % scale 0 is the no-effect control and ±100 the full control effect; nearly all actives have a fitted effect of over 50% in size
Target sequence (O75164 whole entry, looked up, the tested form may be a part): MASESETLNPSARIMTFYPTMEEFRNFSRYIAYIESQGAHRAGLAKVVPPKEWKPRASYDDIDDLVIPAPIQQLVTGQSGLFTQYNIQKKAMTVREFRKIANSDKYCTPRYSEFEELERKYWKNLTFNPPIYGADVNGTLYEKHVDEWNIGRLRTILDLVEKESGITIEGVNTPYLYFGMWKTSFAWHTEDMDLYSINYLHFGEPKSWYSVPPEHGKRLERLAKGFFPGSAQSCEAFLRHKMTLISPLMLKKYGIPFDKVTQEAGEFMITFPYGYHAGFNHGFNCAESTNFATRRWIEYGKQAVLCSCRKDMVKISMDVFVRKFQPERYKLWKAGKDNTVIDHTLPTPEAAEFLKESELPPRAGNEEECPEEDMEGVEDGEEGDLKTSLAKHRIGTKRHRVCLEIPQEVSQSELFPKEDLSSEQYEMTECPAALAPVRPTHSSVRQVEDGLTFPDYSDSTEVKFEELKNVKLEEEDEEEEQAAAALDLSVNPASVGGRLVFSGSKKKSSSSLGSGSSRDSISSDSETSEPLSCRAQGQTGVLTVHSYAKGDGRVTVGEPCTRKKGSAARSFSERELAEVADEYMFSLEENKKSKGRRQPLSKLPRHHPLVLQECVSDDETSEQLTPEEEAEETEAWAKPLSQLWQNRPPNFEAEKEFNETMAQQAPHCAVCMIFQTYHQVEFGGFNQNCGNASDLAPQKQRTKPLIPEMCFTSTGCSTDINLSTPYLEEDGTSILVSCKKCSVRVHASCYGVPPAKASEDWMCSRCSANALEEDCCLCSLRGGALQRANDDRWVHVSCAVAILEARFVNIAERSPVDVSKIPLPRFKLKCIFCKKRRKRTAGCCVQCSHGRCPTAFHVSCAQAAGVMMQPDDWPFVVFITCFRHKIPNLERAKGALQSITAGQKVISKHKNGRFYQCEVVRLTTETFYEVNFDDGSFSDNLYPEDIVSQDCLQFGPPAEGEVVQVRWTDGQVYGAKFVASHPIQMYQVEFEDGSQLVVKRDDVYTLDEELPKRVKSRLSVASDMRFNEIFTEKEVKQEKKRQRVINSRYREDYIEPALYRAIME
POLB inh = DNA polymerase beta (human) inhibition. Pol beta primer extension/strand displacement, fluorescence kinetic. Potency, µM (top dose mostly 114 µM), without a hit: at the highest dose activity change, negative = inhibition, usual class: inhibitors. 1.3% of 340,000 active. AID 485314; further: on the % scale 0 is the no-effect control and ±100 the full control effect
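Preincubation: enzyme (10 nM) with compound, 15 min, RT. Reaction: substrate added to 50 nM final. Reads: 0 and 10 min. Analysis: normalized, Hill fit.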
APE1 inh = blocks human APE1 abasic DNA cleavage; AID 2517; 0.35% of 350,000 active; Potency, µM (highest dose often 65.8 µM), for inactives: at the highest dose activity change, negative = inhibition, usual class: inhibitors; recombinant APE1, TAMRA/BHQ-2 abasic DNA cleavage fluorescence; P27695;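 further: plate controls were vehicle for no effect and reference inhibitor for full effect; nearly all actives have a fitted effect of over 55% in size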
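APE1 at 0.75 nM final was preincubated with compound 15 min at room temperature, then 50 nM double-stranded THF abasic-site substrate (5'-TAMRA/3'-BHQ-2) was added. Fluorescence (ex 525/em 598 nm) was read kinetically; third-minus-first read gave activity.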
An asterisk follows results filed as active; ? = inconclusive; . = not tested or not shown; [ ] = dose if it differs, or a comment. The call rests on the fitted dose curve; in most records, active means well fitted curve in the direction sought with a large enough effect; inconclusive means small, poorly fitted or top-dose-only effect, or another doubt; inactive means no such curve, though single readings can be large; an effect the other way counts as inactive or inconclusive. Potency means the concentration at half of the fitted maximal effect. Some of the compounds tested; rates above refer to the full screens.

SMILES	BAZ2B inh	Pol iota inh	G9a inh	Pol kappa inh	BLM helicase inh	POLH inh	JMJD2A Tudor inh	POLB inh	APE1 inh
C#CCCOC(=O)N1C2=NC(C(=O)OC)=C(C(=O)OC)[C@@H]3N(C)c4ccccc4[C@]23C[C@H]1CO	.	11%	.	12%	.	-10%	-34%	.	.
O=C(Nc1cccc(-c2nnc(-c3ccccc3)o2)c1)c1ccco1	3%	33%[activator]	18%	4%	-2%	-6%	6%	15%	-21%
CCCCN(C)C(=O)c1nc2ccccn2c1CNC1CCC1	-19%	31%[activator]	12%	-5%	-1%	-4%	-11%	-26%	1%
CCC(=O)Nc1cc(-c2nc3cc(C)cc(C)c3o2)ccc1C	-4%	-1%	-4%[59 µM]	5%	-5%	-5%	-14%	7%	.
CC1(C)Cc2ccccc2-c2nnc(-c3ccc4ccccc4n3)n21	53%[activator]	6%	-12%[59 µM]	-8%	4%	?	-4%	44%	1%
CC(NC(=O)c1ccco1)C(=O)Nc1nccs1 (configuration not stated)	.	16%	.	-11%	.	-6%	-5%	.	-15%
C=CCNC(=S)NNC(=O)c1ccccc1OCC	-19%	131%[activator]	50%[12.7 µM]	-3%	-13%	-6%	-2%	13%	8%
COCCCNC(=O)C1CCN(S(=O)(=O)c2c(C)noc2/C=C\c2ccc(OC)cc2)CC1	8%	34%[activator]	-4%[12.7 µM]	-17%	-8%	5%	-1%	15%	1%
O=C(COC(=O)Cn1cc(C(F)(F)F)ccc1=O)Nc1ccccc1	-2%	35%[activator]	8%[59 µM]	15%	.	?	4%	.	30%
CCN1CCN(c2nc(-c3ccccc3Cl)nc3ccccc23)CC1	-14%	21%	?	3%	0%	-6%	-15%	2%	10%
Cc1cc(Cl)ccc1NC(=O)CN1C(=O)CSc2ccc(S(=O)(=O)N3CCOCC3)cc21	-10%	12%	-8%[59 µM]	-3%	-6%	-1%	-8%	23%	-1%
Cc1ccc2cc(C#N)c(NCCNC(=O)C3CC3)nc2c1C	-4%	1%	12%	0%	-4%	3%	4%	3%	2%
COc1ccc(-c2noc(CCC(=O)N(C)c3cc(Cl)ccc3OC)n2)cc1	7%	56%[activator]	17%[59 µM]	-28%	-6%	-32%	8%	-6%	.
COc1ccc(CNC(=O)[C@@H](NC(=O)C2CCN(C(=O)[C@@H](N)CC(C)C)CC2)C(C)C)cc1	2%	16%	19%[12.7 µM]	15%	-1%	-12%	-1%	15%	-6%
CCN(C(=O)COC(=O)CNC(=O)c1ccccc1C)C1=CCCCC1	6%	9%	-15%[12.7 µM]	-8%	.	3%	-19%	.	6%
COc1ccc(C(=O)Nc2onc3c2CCCC3)cc1	-4%	16%	-27%[59 µM]	-2%	2%	-17%	-18%	8%	.
CCC1=[N+](C)CCn2c(C)ccc21	5%	9%	1.8µM*	5%	1%	3%	?	-8%	7%
CCOC(=O)NC(=S)Nc1ccc(OC)cc1	0%	21%	-6%	15%	0%	-10%	-6%	14%	-4%
CC(=O)Nc1cc2c(cc1C(C)=O)OCCO2	-6%	19%	-13%[12.7 µM]	-8%	0%	-1%	-3%	2%	0%
O=C(O)c1ccc(/C=N/Nc2ncc(Cl)cc2Cl)cc1	1%	-8%	-1%	-10%[60.1 µM]	0%	0%	-6%	26%	8%
O=C(NNc1ccc([N+](=O)[O-])cc1)C1C2CCCCC21 (configuration not stated)	-7%	7%	89µM*	-15%	-2%	-19%	-20%	-8%	-6%
O=C(COc1nc2ccccc2nc1N1CCOCC1)Nc1ccc(S(=O)(=O)N2CCCC2)cc1	46%[activator]	-3%	38%[59 µM]	-9%	-8%	-13%	-18%	18%	-8%
Cc1cc(C)c(S(=O)(=O)N2CCCCC2CCNC(=O)C(=O)NCc2cccnc2)c(C)c1 (configuration not stated)	0%	20%	-47%	1%	.	-5%	-14%	.	11%
COc1cc(NC(=O)c2cc(C(C)C)on2)c(OC)cc1Cl	23%	-2%	?	-13%	-13%	2%	33%	-5%	0%
Cc1ccc(NC(=O)/C=C/c2ccc(Cl)cc2)c(Br)c1	9%	-21%	-3%[59 µM]	-11%[60.1 µM]	2%	-1%	5%	35%[activator]	.

Shown as a hit in G9a inh, among the entries above:
structure	BAZ2B inh	Pol iota inh	G9a inh	Pol kappa inh	BLM helicase inh	POLH inh	JMJD2A Tudor inh	APE1 inh
CCC1=[N+](C)CCn2c(C)ccc21	5%	9%	1.8µM*	5%	1%	3%	?	7%
O=C(NNc1ccc([N+](=O)[O-])cc1)C1C2CCCCC21 (configuration not stated)	-7%	7%	89µM*	-15%	-2%	-19%	-20%	-6%

2 of the compounds above, as labelled records:
CCCCN(C)C(=O)c1nc2ccccn2c1CNC1CCC1
  BAZ2B inh: -19%; Pol iota inh: 31%[activator]; G9a inh: 12%; Pol kappa inh: -5%; BLM helicase inh: -1%; POLH inh: -4%; JMJD2A Tudor inh: -11%; POLB inh: -26%; APE1 inh: 1%

COc1ccc(C(=O)Nc2onc3c2CCCC3)cc1
  BAZ2B inh: -4%; Pol iota inh: 16%; G9a inh: -27%[59 µM]; Pol kappa inh: -2%; BLM helicase inh: 2%; POLH inh: -17%; JMJD2A Tudor inh: -18%; POLB inh: 8%; APE1 inh: .

(list continues)
SMILES	BAZ2B inh	Pol iota inh	G9a inh	Pol kappa inh	BLM helicase inh	POLH inh	JMJD2A Tudor inh	POLB inh	APE1 inh
CC(C)CC(=O)N=Nc1c(O)[nH]c2ccccc12	.	-7%	-30%	-25%	0%	-10%	-23%	11%	-4%
O=C(C[C@H]1C[C@H](C(=O)N2CCOCC2)[C@@]2(CCC3CCCC3)c3[nH]c4cc(-c5ccco5)ccc4c3CCN2C1=O)NCC12CC3CC(CC(C3)C1)C2	.	1%	.	-10%	.	-15%	?	.	-5%
CCOC(=O)C1CCN(C(=S)Nc2cccc(C)c2)CC1	6%	19%	19%[59 µM]	-5%[60.1 µM]	0%	0%	-11%	1%	-3%
CCC(Sc1nc2ccccc2c2nc(-c3ccccc3)nn12)C(=O)Nc1cccc(OC)c1 (configuration not stated)	4%	25%	-2%[59 µM]	-6%[60.1 µM]	-2%	-8%	1%	14%	.
COCCCNC(=O)CNC(=O)c1nn(-c2ccc(OC)cc2OC)c(=O)c2ccccc12	4%	0%	28%	-15%	-1%	-19%	-13%	58%	-7%
CCN(C[C@H]1N[C@@](CC)(C(=O)OC)[C@H]2C(=O)N(Cc3ccccc3)C(=O)[C@@H]12)C(=O)Nc1ccc(C(F)(F)F)cc1	.	-11%	.	-7%	.	-4%	-23%	.	0%
Cc1onc(-c2ccccc2Cl)c1C(=O)N1CCN(C/C=C/c2ccccc2)CC1	6%	6%	-19%	-7%[60.1 µM]	-4%	10%	-31%	1%	14%
COc1ccc(/C=N/NC(=O)C2C(=O)NCC2c2ccccc2)c(OC)c1 (configuration not stated)	2%	-19%	13%	-1%	6%	-6%	-10%	47%	8%
CC1(C)CC(NC(=O)c2ccccc2)CC(C)(C)N1	13%	64%[activator]	15%	4%	3%	-11%	7%	-11%	4%
C/C(=N\NC(=O)c1cnccn1)c1ccc([N+](=O)[O-])cc1	-4%	16%	10%	3%	-1%	-17%	22µM*	11%	2%
O=C(Cn1cnc2ccccc21)c1ccc(Cl)cc1	-1%	91%[activator]	.	-16%	-2%	-7%	-6%	4%	-7%
O=C(CN(Cc1cccs1)C(=O)CSc1nnc(COc2ccccc2)o1)NC1CCCC1	-8%	10%	-2%[59 µM]	-8%	0%	-1%	-12%	-1%	20%
CCOc1ccc(N(C)c2ccc(/C=C3/SC(=S)NC3=O)cc2)cc1	50µM*	?	.	-39%	-8%	-25%	3.5µM*	?	-14%
CCN(CC)CCN1C(=O)C(O)=C(C(=O)c2cc3cccc(OC)c3o2)C1c1cccs1 (configuration not stated)	-12%	97%[activator]	?	-3%	-5%	2%	-16%	29%	-4%
NC(=O)CCS(=O)(=O)CCN1CCN(S(=O)(=O)c2ccc3c(c2)CCC3)CC1	-4%	-9%	41%[12.7 µM]	-16%	.	-5%	-2%	.	1%
COc1ccccc1CNC(=O)/C=C/C(=O)O	-4%	-23%[58.9 µM]	?	-10%	-4%	-10%	?	-8%	-2%
CC(CN(C)C)C(C)(O)Cc1ccc(Cl)cc1 (configuration not stated)	.	.	21%[59 µM]	-8%[60.1 µM]	-11%	.	.	.	-1%
CN(CC(=O)Nc1ccc(F)cc1)C(=O)COC(=O)Cc1c(F)cccc1Cl	-3%	-19%	-31%	4%	.	-11%	-4%	.	32%
CCCCCCCC(=O)N1c2ccccc2NC(=O)C1CC(=O)Nc1ccc(C(=O)O)cc1 (configuration not stated)	-2%	?	-9%	-16%	-4%	2%	-18%	-2%	-1%
CN1C(=O)c2cccc(NC(=O)C3CCCCC3)c2C1=O	7%	18%	17%	-2%	-3%	-16%	4%	36%	13%
CCCC(c1nnnn1CS(=O)(=O)c1ccc(C)cc1)N1CCC(C(N)=O)CC1 (configuration not stated)	4%	1%	30%	-4%	-2%	1%	-6%	5%	32%
COc1ccccc1NC(=O)C(C/C=C(\C)Cl)C(C)=O (configuration not stated)	8%	14%	1%	-4%	0%	-4%	-7%	25%	0%
COc1ccc2c(c1)c1ncn(CCN3CCCC3)c(=O)c1n2C	-4%	14%	14%	-7%	33%[activator]	-20%	-13%	-11%	1%
Cc1cccc(NS(=O)(=O)c2cc(C(=O)N3CCc4ccccc4C3)ccc2Cl)c1C	-8%	-3%	0%	-10%	-6%	-20%	-14%	1%	-11%
COc1ccc(CN2C(=O)C(C)N(C(=O)c3c(F)cccc3F)c3ccccc32)cc1 (configuration not stated)	-21%	-20%	?	-2%	-10%	-11%	-23%	36%	28%
COC(=O)[C@@]1(C)[C@H]2C(=O)N(Cc3ccccc3)C(=O)[C@H]2[C@H]2CN=C(SCC3CC3)N21	.	?	.	6%	.	-13%	?	.	1%
NC(=O)C1CCN(Cc2nc(-c3cccs3)no2)CC1	-3%	6%[58.9 µM]	.	-6%	-5%	-6%	-7%	43%	13%
COc1ccccc1C1/C(=C(/O)c2ccc(C)cc2)C(=O)C(=O)N1Cc1ccco1 (configuration not stated)	-32%	?	-8%[59 µM]	-2%	4%	-14%	-8%	-6%	0%
Cc1nnc(SCc2ccccc2CSc2nnc(C)s2)s1	0%	8%	10%	-13%	-5%	0%	-5%	6%	-4%
CCO[C@@H]1OC(C(=O)NCc2nc3ccccc3[nH]2)=C[C@H](c2coc3ccccc3c2=O)[C@H]1CCCO	.	-9%	.	20%	.	-6%	-18%	.	.

High-throughput results deposited in PubChem by National Center for Advancing Translational Sciences (NCATS).
